Assay outcomes from PubChem.
ssDAF12 agonist: S. stercoralis DAF-12 nuclear receptor activators, primary screen, cell-based, luminescence, HEK293, GRIP1 co-expression, lit1-tk-luc; actives 1% (n = 370,000); activation, % at 6.8 µM; HEK293 ssDAF-12/GRIP1 lit1-tk-luc reporter; % of 3 µM dafachronic acid response; Nuclear hormone receptor DAF-12 (Strongyloides stercoralis); AID 652126, 2013;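 active = activation above the mean over all tested compounds plus 3 SD, cut at about 0.9% in these data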;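 also: 0% = DMSO-only wells and 100% = 3 µM delta7-dafachronic acid wells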
KLK7 zymogen act: proKLK7 zymogen activators, primary screen, biochemical, fluorescence intensity | Kallikrein-7 (Homo sapiens), P49862 | purified proKLK7, EDANS-DABCYL substrate fluorescence; 100% is mature enzyme control, 0% vehicle | activation, % at 7 µM | actives 0.9% (n = 370,000);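 active = activation above the mean of all tested compounds plus 3 SD, computed per campaign excluding outliers beyond control limits, cut at about 13% in these data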
Target sequence (P49862 whole entry, looked up): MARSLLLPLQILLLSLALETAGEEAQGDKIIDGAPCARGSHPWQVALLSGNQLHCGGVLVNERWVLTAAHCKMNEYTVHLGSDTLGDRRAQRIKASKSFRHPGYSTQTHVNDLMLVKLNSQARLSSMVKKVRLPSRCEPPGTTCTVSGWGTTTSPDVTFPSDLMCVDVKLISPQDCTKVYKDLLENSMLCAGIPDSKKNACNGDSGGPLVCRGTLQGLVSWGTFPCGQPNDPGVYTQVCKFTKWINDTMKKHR
sPLA2-III inh: human group III sPLA2 inhibitors, primary screen, biochemical, QFRET, BODIPY PC-A2 liposome substrate. Group 3 secretory phospholipase A2 (Homo sapiens), Q9NZ20. QFRET BODIPY PC-A2 liposome hydrolysis, fluorescence. inhibition, % at 12.2 µM. actives 0.56% (n = 370,000). AID 743126, 2013;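 active = inhibition above mean plus 3 SD of compounds lying within the high and low control bounds, cut at about 19% in these data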;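 also: 0% = median of test compound wells and 100% = no enzyme DMSO wells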
Target sequence (Q9NZ20 whole entry, looked up): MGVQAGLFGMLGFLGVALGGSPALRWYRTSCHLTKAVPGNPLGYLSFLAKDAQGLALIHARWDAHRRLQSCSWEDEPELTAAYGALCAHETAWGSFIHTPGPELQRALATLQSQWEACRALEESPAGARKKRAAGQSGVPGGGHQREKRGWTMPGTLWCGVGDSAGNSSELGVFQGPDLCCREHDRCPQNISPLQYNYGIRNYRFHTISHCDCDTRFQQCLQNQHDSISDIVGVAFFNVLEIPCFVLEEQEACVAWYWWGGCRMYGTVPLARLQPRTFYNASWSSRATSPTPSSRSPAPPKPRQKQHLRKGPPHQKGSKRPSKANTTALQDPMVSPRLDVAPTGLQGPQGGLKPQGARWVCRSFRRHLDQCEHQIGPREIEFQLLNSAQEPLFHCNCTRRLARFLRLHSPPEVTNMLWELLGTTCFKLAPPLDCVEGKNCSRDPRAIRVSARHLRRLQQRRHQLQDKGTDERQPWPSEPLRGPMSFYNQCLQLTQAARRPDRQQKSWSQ
SMARCA2 act: SMARCA2 (BRM) function activators, primary screen, cell-based, luminescence, high throughput; actives 1% (n = 370,000); activation, % at 9.1 µM; MG213 cells, MMTV-luciferase reporter, dexamethasone, overnight; in the data active = activation above about 7.8%;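 also: 0% = vehicle wells and 100% = reference activator wells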
DAX1 inh-1: DAX1 (NR0B1) inhibitors on StAR promoter, primary screen, cell-based, luminescence, SF-1 (NR5A1), full-length DAX-1; HEK293T StAR-luciferase reporter, SF-1/DAX-1 repression relief; inhibition, % at 6.8 µM; actives 1.1% (n = 370,000); AID 652010, 2013;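 active = inhibition above the mean over all tested compounds plus 3 SD, cut at about 3.6% in these data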;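 also: 0% = DAX-1 cells with DMSO and 100% = cells lacking DAX-1 with DMSO; higher inhibition means more luminescence from relief of DAX-1 repression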
GAA850 FXN act: FXN promoter activators, primary screen, cell-based, luciferase luminescence, HEK293 lucGAA850; HEK293 lucGAA850 FXN promoter luciferase reporter, 24 h; percent of 10 µM SAHA response; activation, % at 6 µM; actives 0.56% (n = 360,000); AID 540364, 2011;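 active = activation above the average of all compounds screened plus 3 SD, cutoff fixed separately per campaign, cut at about 7.5% in these data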;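 also: 0% = DMSO wells and 100% = 10 µM SAHA wells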
NPR2 activator: human GC-B receptor activators, primary screen, HEK293 GC-B cells, cGMP TR-FRET, EC30 CNP; Atrial natriuretic peptide receptor 2 (Homo sapiens), P20594; 0% at EC30 CNP, 100% saturating CNP; activation, % at 10 µM; actives 0.11% (n = 370,000); AID 1920062, 2024;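 active = activation at 10 µM reaching about 35% in either raw or pattern-adjusted values, limit read from the data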
DAX1 inh-2: DAX1 (NR0B1) inhibitors, primary screen, cell-based, HEK293, Gal4-DAX1, luciferase luminescence | Nuclear receptor subfamily 0 group B member 1 (Homo sapiens), P51843 | HEK293 Gal4-DAX1 luciferase reporter | inhibition, % at 6.75 µM | actives 0.99% (n = 340,000) | AID 504766, 2011;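 active = inhibition above the mean over all tested compounds plus 3 SD, cut at about 4.2% in these data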;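 also: 0% = DAX1-transfected cells with DMSO and 100% = empty-vector control cells with DMSO; inhibition shows as a rise in luminescence from relieved DAX1 repression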
Target sequence (P51843 207-470 limits assumed): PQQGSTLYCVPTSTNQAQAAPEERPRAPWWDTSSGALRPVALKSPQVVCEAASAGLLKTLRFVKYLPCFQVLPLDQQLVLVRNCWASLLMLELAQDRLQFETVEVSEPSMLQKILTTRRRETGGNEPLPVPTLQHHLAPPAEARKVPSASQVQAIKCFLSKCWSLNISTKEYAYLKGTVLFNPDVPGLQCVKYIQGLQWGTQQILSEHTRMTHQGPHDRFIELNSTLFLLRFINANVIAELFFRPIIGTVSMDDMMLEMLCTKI
NPR1 activator: GC-A stimulated cGMP production enhancers – HEK293 GC-A cells, cGMP TR-FRET, EC30 ANP, primary screen; actives 0.14% (n = 370,000); activation, % at 10 µM; 0% at EC30 ANP, 100% saturating ANP; Atrial natriuretic peptide receptor 1 (Homo sapiens), P16066; in the data active = activation above about 40%
hcDAF12 agonist: H. contortus DAF-12 nuclear receptor activators, primary screen, cell-based, luminescence, HEK293, lit1-tk-luc reporter; HEK293 hcDAF-12 lit1-tk-luc reporter; 0% DMSO, 100% Δ7-dafachronic acid; activation, % at 6.8 µM; actives 1.4% (n = 370,000); AID 652067, 2013;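 active = activation above the mean of all tested compounds plus 3 SD, cut at about 5.5% in these data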;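 also: 100% = response to 3 µM Δ7-dafachronic acid high control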
hgDAF-12 ag: H. glycines DAF-12 receptor agonists, primary screen, cell-based, luminescence, HEK293, GAL4 fusion, UAS-luciferase | Nuclear hormone receptor DAF-12 (Heterodera glycines), GAL4 fusion | HEK293 GAL4-hgDAF12 UAS-luciferase reporter, agonist luminescence; normalized to butyrate control | activation, % at 6.8 µM | actives 1.8% (n = 370,000) | AID 687014, 2013;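 active = activation above a cutoff set at the mean of all screened compounds plus 3 SD, cut at about 10% in these data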;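 also: 0% = DMSO wells and 100% = sodium butyrate wells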
* = called active by the depositor; . = no result given.

SMILES	ssDAF12 agonist	KLK7 zymogen act	sPLA2-III inh	SMARCA2 act	DAX1 inh-1	GAA850 FXN act	NPR2 activator	DAX1 inh-2	NPR1 activator	hcDAF12 agonist	hgDAF-12 ag
CC(=O)C1=C(c2ccccc2)NC(=S)NC1c1cc(Cl)c(OC(C)C)c(Cl)c1 (stereo not given)	-1.5	-0.2	10.5	-3.0	-0.1	2.9	-2.6	-0.8	-6.7	-1.3	-4.6
COc1cccc2sc(Nc3nnc(-c4ccc(F)cc4)o3)nc12	0.2	-3.8	1.6	4.0	-0.5	0.3	-1.3	-0.1	1.8	7.8*	3.7
Cc1ccc(OCC(=O)N/N=C\c2cn(C)c3ccccc23)c([N+](=O)[O-])c1	-1.0	-0.1	0.9	-2.8	-0.7	0.7	-11.7	-1.2	-4.2	-0.7	1.1
CCOC(=O)C1CCN(C(=O)Cn2cc(C(=O)c3ccco3)c3ccccc32)CC1	-1.1	-0.2	4.1	-0.7	-0.3	-2.7	0.8	-0.7	-1.6	1.6	1.2
C=CCN1[C@@H](Cc2ccccc2)COc2cccc(N3CCCC3)c2S1(=O)=O	-1.3	-0.1	15.6	-2.1	-1.0	.	-9.1	.	-2.7	0.5	4.0
CNC(=S)NNC(=O)c1sccc1C	-0.9	-0.2	8.0	3.5	0.4	3.9	-4.8	-0.6	-2.7	0.1	-2.0
CCOC(=O)C1=C(CSc2nncn2C)NC(=O)NC1c1cc(OCC)ccc1OCC (stereo not given)	-1.5	1.0	4.0	-1.4	-0.8	-1.1	3.0	0.9	2.8	-1.4	0.5
CCC(=O)Nc1nnc(SCC(=O)NCCc2ccc(OC)c(OC)c2)s1	-1.5	-0.2	1.8	-0.6	-2.0	-1.8	2.6	0.1	-0.2	0.0	-0.1
CN1C(C(=O)NCc2ccccc2)CC2Cn3c(nc4cc5ccccc5cc43)C21 (stereo not given)	-1.7	-0.6	0.6	-0.2	0.5	-0.2	0.0	-0.1	2.3	-1.1	-1.0
O=C(COC(=O)CNS(=O)(=O)/C=C/c1ccccc1)Nc1cc(S(=O)(=O)N2CCCCC2)ccc1Cl	-1.0	0.3	-3.4	-0.2	0.3	-0.3	0.9	0.5	14.6	0.2	-1.2
Cc1cn([C@H]2C[C@H](O)[C@@H](CNCc3cc(Cl)ccc3OCc3ccc(Cl)cc3)O2)c(=O)[nH]c1=O	-1.1	-0.4	-2.1	-2.1	0.0	-3.1	-13.2	-0.3	-17.3	0.1	-1.1
COc1cc(CCC(=O)OCC(=O)Nc2c(C)cc(C)cc2C)cc(OC)c1OC	-1.4	-0.5	-7.4	-1.4	-0.3	2.6	0.8	0.3	-3.3	0.4	-0.6
O=S1(=O)CC(N2CCCCC2)CN1Cc1ccccc1 (stereo not given)	-0.8	0.2	2.0	0.1	0.0	.	0.2	.	0.9	-0.8	-4.2
COc1cc(/C=C/C(=O)OCC(=O)NCc2ccccc2OC)ccc1O	-1.4	0.1	-12.4	-0.1	-1.3	0.2	-1.1	-0.6	-2.4	-1.6	-1.9
COc1ccccc1NS(=O)(=O)c1ccc(Cl)c(NC(=O)CN2C(=O)c3ccccc3C2=O)c1	-1.1	0.6	3.8	-2.9	-0.8	4.8	5.9	1.7	-1.9	1.7	-2.2
O=C(NCCc1c[nH]c2ccccc12)OCc1cn(-c2ccc(F)cc2)nn1	-1.1	0.6	-67.7	-2.2	-1.5	.	0.0	.	3.4	-0.2	1.6
COc1cccc(NC(=O)CSc2ncnc3c2cnn3Cc2ccccc2)c1	-1.3	-0.8	2.5	-6.7	-0.8	-0.8	0.3	1.3	3.4	-0.9	-2.7
CC(C)n1c(=O)nc(-c2ccccc2)c2cc3c(cc21)OCO3	-1.0	0.6	8.8	-2.2	-1.4	1.7	-3.2	0.5	-2.6	0.1	-2.3
O=C(COC(=O)/C=C/c1ccccc1Cl)Nc1cccnc1Cl	-2.0	-0.1	9.5	-2.5	-1.0	-1.0	-5.1	-0.4	1.7	0.2	0.7
Cc1c(CCO)c(=O)[nH]n1C(=O)c1c(F)cccc1F	-1.3	-0.5	-4.2	-1.4	-0.7	-8.0	7.2	-1.3	0.0	-1.5	-7.5
Cc1cc(N2CCN(C)CC2)nc2ccc(NC(=O)CCC3CCCC3)cc12	-1.2	0.6	-8.3	0.5	0.2	0.3	-3.0	0.1	-4.6	0.7	0.6
Cc1c(N=C2NC(=O)/C(=C/c3ccc(O)cc3)S2)c(=O)n(-c2ccccc2)n1C	0.1	0.0	-9.7	-1.0	-0.5	3.1	-1.8	-0.3	0.7	-3.2	-3.0
CCOc1ccc(NC(=O)CSc2nnc(Cc3csc(C)n3)o2)cc1	-0.8	0.6	0.7	3.6	1.9	0.1	-0.1	0.7	2.9	-0.5	-0.5
Cc1cccc(C(=O)OCC(=O)NNC(=O)c2cccs2)c1O	-1.3	10.4	3.8	-1.9	-0.3	0.7	-1.4	1.1	-2.8	-0.4	0.6
COc1ccc(C2C(C(=O)OCC(=O)N3CCCCC3)CCC(=O)N2c2ccc(OC)cc2)cc1 (stereo not given)	-1.1	0.0	2.4	-2.9	0.1	-0.7	4.7	0.6	-1.2	-0.6	3.3
Cc1ccc(NC(=O)n2ncc3c(C)cccc32)cc1F	1.1*	-0.1	2.9	7.7	2.3	4.7	3.9	2.9	18.8	10.7*	9.4
CCN(CC)S(=O)(=O)c1ccc(Nc2nc3ccccc3n3nnnc23)cc1	-0.9	-13.9	-3.7	4.4	-0.9	7.8*	3.2	-0.3	1.6	1.0	6.2
COc1cccc(CN2CCN(C(=O)c3cc(-c4ccccn4)nc4ccc(Cl)cc34)CC2)c1	0.1	-0.3	-5.1	3.1	0.5	-0.1	6.5	-1.2	-2.5	3.5	1.7
c1ccc(Nc2nc(-c3ccccc3)ns2)cc1	2.0*	-0.3	-7.2	4.3	2.0	6.7	0.4	2.1	5.1	16.3*	22.4*
O=C(NCCCNC(=O)c1ccc(-c2cccc(Cl)c2)o1)c1cnccn1	-0.6	0.1	-0.8	-4.3	-0.4	1.9	-2.7	-0.7	-4.1	-2.0	-2.9
O=S(=O)(NCC1CCCO1)c1ccc(S(=O)(=O)N2CCc3ccccc3C2)cc1 (stereo not given)	-1.2	0.3	1.6	-2.4	0.1	-0.3	-1.2	0.4	2.4	-1.5	-0.7
CCOc1ccc(NC(=O)C2CCN(C(=O)N3CCOc4ccccc43)CC2)cc1	-1.3	0.5	-5.2	3.8	-0.7	0.1	-3.1	-0.9	-0.2	-3.9	3.2
O=C(O)C1Cc2ccccc2CN1S(=O)(=O)c1ccc2ccccc2c1 (stereo not given)	0.0	0.1	-14.8	-0.7	-0.3	1.0	7.0	0.1	2.1	2.4	-0.8
Clc1ccc(SCc2cn3cccnc3n2)cc1	-1.1	0.0	0.9	1.3	2.1	2.5	-3.1	-0.5	3.5	-0.1	3.6
CCCn1c(=O)c2ccccc2n2c(SC(C)C(N)=O)nnc12 (stereo not given)	-0.8	0.2	2.2	2.2	-0.5	1.3	0.3	2.0	-4.0	1.1	2.6
CCN(CC)c1ccc(NC(=O)CN2CCN(S(=O)(=O)c3cc(Cl)ccc3OC)CC2)cc1	-1.8	-0.3	-24.6	-2.2	-2.1	-3.4	-0.7	-1.0	-0.2	-2.0	0.6
O=C(Nc1ccccc1)c1cc2ccc3ccccc3c2s1	2.8*	-1.7	5.3	6.9	1.5	1.9	-5.0	4.4*	-8.3	12.5*	15.2*
CC(=O)Nc1ccc2nc(-c3ccncc3)[nH]c2c1	-1.5	21.7*	5.2	-0.7	0.8	1.7	-0.8	-0.5	0.5	0.6	-1.6
O=S(=O)(Nc1ccc(S(=O)(=O)N2CCOCC2)cc1)c1ccccc1	-1.5	-0.2	-4.3	-0.3	-0.1	0.1	-1.0	-1.0	-1.0	-0.9	1.4
Cc1ccc([N+](=O)[O-])c2c1C(N1CCCCC1)C(C)(C)O2 (stereo not given)	-1.4	0.0	8.6	-1.6	-0.3	0.1	0.5	1.3	-3.1	-2.8	-1.0
COc1ccc(OCC(=O)NC(=S)Nc2ccc(S(=O)(=O)Nc3cc(C)on3)cc2)cc1	-0.7	0.3	7.7	-0.2	-0.7	2.7	-5.3	0.1	-0.3	0.1	0.1
CN(C(=O)COC(=O)c1cnc(Cl)c(Cl)c1)C1CCS(=O)(=O)C1 (stereo not given)	-0.9	-0.1	13.9	-3.2	0.9	-1.4	5.5	-1.2	1.1	1.0	0.9
COC(=O)[C@@H](Cc1c[nH]c2ccccc12)NCc1cccc(B(O)O)c1	-0.3	0.5	0.4	1.3	-0.9	1.8	-4.2	-0.1	2.3	5.8*	-1.9
Cc1ccc(NC(=O)c2ccccc2F)c(NC(=O)c2ccccc2F)c1	-0.3	-0.3	0.0	7.3	-0.3	3.8	-5.4	7.6*	3.5	5.0	2.7

Arranged by the number under ssDAF12 agonist (descending): 3 from the list above.
Structure | ssDAF12 agonist
COC(=O)[C@@H](Cc1c[nH]c2ccccc12)NCc1cccc(B(O)O)c1 | -0.3
COc1ccc(OCC(=O)NC(=S)Nc2ccc(S(=O)(=O)Nc3cc(C)on3)cc2)cc1 | -0.7
CN(C(=O)COC(=O)c1cnc(Cl)c(Cl)c1)C1CCS(=O)(=O)C1 (stereo not given) | -0.9

2 entries from above, as labelled records.
> COC(=O)[C@@H](Cc1c[nH]c2ccccc12)NCc1cccc(B(O)O)c1
  ssDAF12 agonist: -0.3
  KLK7 zymogen act: 0.5
  sPLA2-III inh: 0.4
  SMARCA2 act: 1.3
  DAX1 inh-1: -0.9
  GAA850 FXN act: 1.8
  NPR2 activator: -4.2
  DAX1 inh-2: -0.1
  NPR1 activator: 2.3
  hcDAF12 agonist: 5.8*
  hgDAF-12 ag: -1.9
> COc1ccc(OCC(=O)NC(=S)Nc2ccc(S(=O)(=O)Nc3cc(C)on3)cc2)cc1
  ssDAF12 agonist: -0.7
  KLK7 zymogen act: 0.3
  sPLA2-III inh: 7.7
  SMARCA2 act: -0.2
  DAX1 inh-1: -0.7
  GAA850 FXN act: 2.7
  NPR2 activator: -5.3
  DAX1 inh-2: 0.1
  NPR1 activator: -0.3
  hcDAF12 agonist: 0.1
  hgDAF-12 ag: 0.1
